Source: PubChem
ERAP1 HTS inh = human ERAP1 aminopeptidase inhibitors, primary screen, biochemical, single point, plate reader; inhibition, % at 10.7 µM; Endoplasmic reticulum aminopeptidase 1 (Homo sapiens), Q9NZ08; recombinant ERAP1, Leu-AMC fluorescence, 60 min; hit rate 0.15% among 340,000;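 active = mean replicate inhibition of at least 30%, or all replicates individually reaching that 30% level; inactive = mean below 30% and not every replicate reaching it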;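 also: 0% = neutral control wells and 100% = L-leucinethiol positive control wells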
Xi reactivation = activators of inactive X chromosome reactivation, primary screen, imaging, XiGFP fibroblasts, GFP high-content imaging, set 2 | hit rate 0.055% among 360,000 | XiGFP mouse fibroblasts, % GFP-positive cells imaging, 3 d; cells co-treated with 5-aza-dC sensitizer; scaled so ellipticine positive control = 100% | activation, % at 7.58 µM;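 active = mean normalized replicate activation at least 10% and every replicate at or above 10%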;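 also: 0% = median of on-plate neutral control wells and 100% = ellipticine 6 µM median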
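System: XiGFP fibroblasts, SV40-immortalized. Medium: DMEM plus 5-aza-dC sensitizer. Doses: single point. Timing: 3 d treatment, 15 min room-temperature fixation. Control set: ellipticine 6 µM.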
ARNT-TACC3 inh = disruptors of ARNT/TACC3 protein interaction, primary screen, biochemical, AlphaScreen, single concentration; Transforming acidic coiled-coil-containing protein 3 (Homo sapiens), Q9Y6A5; AlphaScreen His-ARNT PAS-B/GST-TACC3 binding, luminescence; TACC3 fragment carries E629A point mutation; inhibition, % at 9.99 µM; hit rate 0.66% among 390,000;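 active = mean inhibition of replicates at least 50% and at least half of replicates each reaching 50%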;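 also: 0% = complete ARNT plus TACC3 wells and 100% = ARNT alone without TACC3; many hits fall short of the cut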
GSIS activator = GLuc luminescence reporter in INS-1E cells, primary screen for activators of glucose-dependent secretion of insulin; INS-1E GLuc reporter insulin secretion, 2-3 h; activation, % at 16.6 µM; hit rate 0.61% among 370,000; AID 743287, 2014;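 active = lowest replicate activation of at least 40%, so every replicate reaches that level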;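 also: 0% = median of neutral control wells and 100% = median of IBMX positive control wells; some compounds called inactive have numbers as strong as hits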
esBAF inh = Bmi1 luciferase reporter increase in mESCs, primary screen, esBAF inhibitor project, mouse ES cells, Bmi1 luciferase knock-in, single point; 24 h; 100% = twice the neutral-well signal; reporter increase, % at 12.5 µM; hit rate 2% among 350,000; AID 602393, 2012; in the data active = activation above about 40%;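 also: 0% = median of the plate's neutral control wells and 100% = double that signal; a rise in the Bmi1 reporter signal indicates esBAF inhibition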
CFTR F508del cor = F508del CFTR correction, initial screen, CFBE line, single point; AID 720511, 2013; activity (quench increase), % at 7.58 µM; CFBE cells, YFP halide quenching; stimulated with forskolin plus potentiator P3; % fluorescence drop versus neutral controls; hit rate 0.36% among 350,000;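 active = mean added fluorescence quench of at least 8% versus neutral control, with both replicates also reaching 8%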;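 also: cells transiently co-express mutant CFTR-F508del with the halide-sensitive YFP; corrector assay measuring rescue of mutant channel to the surface after 24 h compound exposure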
RAD54 inh = inhibitors of human RAD54 branch migration, primary screen, biochemical, fluorescence, single point; RAD54 Holliday junction branch migration, FAM/BHQ fluorescence; hit rate 0.14% among 360,000; inhibition, % at 10.4 µM; DNA repair and recombination protein RAD54-like (Homo sapiens), Q92698;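 active = mean normalized replicate activity at least 40 and at least half of replicates scoring 40 or more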;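 also: 0% = median of neutral control wells and 100% = median of positive control wells; inhibitors cause a drop in the FAM fluorescence signal; in these data hits start at about 50%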
Target sequence (Q92698 whole entry, looked up): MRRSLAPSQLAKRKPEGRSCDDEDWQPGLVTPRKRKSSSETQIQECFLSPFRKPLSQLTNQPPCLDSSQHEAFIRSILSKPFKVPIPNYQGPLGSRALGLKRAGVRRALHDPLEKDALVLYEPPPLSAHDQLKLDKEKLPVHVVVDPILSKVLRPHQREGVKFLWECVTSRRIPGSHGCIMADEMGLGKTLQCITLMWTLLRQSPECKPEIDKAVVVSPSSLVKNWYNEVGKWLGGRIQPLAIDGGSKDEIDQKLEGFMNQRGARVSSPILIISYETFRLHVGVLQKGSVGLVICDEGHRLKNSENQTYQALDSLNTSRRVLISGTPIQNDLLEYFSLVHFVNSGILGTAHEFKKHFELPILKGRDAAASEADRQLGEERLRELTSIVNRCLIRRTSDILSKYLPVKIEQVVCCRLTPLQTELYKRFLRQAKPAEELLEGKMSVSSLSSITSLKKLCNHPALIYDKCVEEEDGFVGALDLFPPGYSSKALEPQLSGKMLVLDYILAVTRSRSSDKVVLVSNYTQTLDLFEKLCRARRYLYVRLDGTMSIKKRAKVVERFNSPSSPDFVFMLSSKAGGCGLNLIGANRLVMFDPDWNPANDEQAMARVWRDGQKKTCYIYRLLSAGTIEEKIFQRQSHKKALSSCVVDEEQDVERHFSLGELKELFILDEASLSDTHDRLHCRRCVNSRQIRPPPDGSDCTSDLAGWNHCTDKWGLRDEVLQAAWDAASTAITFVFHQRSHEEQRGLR
RAD52 anneal inh = RAD52 DNA annealing inhibitors, primary screen, biochemical, FRET, single point, set 2; inhibition, % at 18.7 µM; hit rate 0.46% among 360,000; recombinant RAD52 DNA annealing, FRET fluorescence; AID 651710, 2012;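 active = every replicate showing at least 50% inhibition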
Numbers without * were called inactive; · = not tested or not shown; & = joins results of further samples. Rows were taken by chance; overall some 3.3% were active at least once.

SMILES	ERAP1 HTS inh	Xi reactivation	ARNT-TACC3 inh	GSIS activator	esBAF inh	CFTR F508del cor	RAD54 inh	RAD52 anneal inh
Cc1ccc(NC(=O)CN2C(=O)S/C(=C\c3ccccn3)C2=O)cc1C	0.5	0.3	-5.2	15.2	-8.0	1.8	-9.7	-8.6
C[C@H]1CN([C@@H](C)CO)C(=O)Cc2cc(NS(=O)(=O)c3ccccc3)ccc2O[C@@H]1CN(C)C(=O)Nc1ccc2c(c1)OCO2	·	0.1	·	-1.6	32.8	-0.2	·	·
COCOCCn1cc(CN2CCS(=O)(=O)N(Cc3ccc(-c4ccc(C)cc4)cc3)C(C)C2=O)nn1 (configuration not stated)	4.6	0.0	·	-7.8	10.9	4.3	2.4	-2.3
O=C(O)c1ccccc1NCc1ccsc1	1.1	0.0	6.0	-1.2	-5.8	-1.1	-2.8	-11.1
O=C(Nc1ccc(C(F)(F)F)cc1)N1C[C@@H]2N[C@H](C1)C2c1ccc(-c2cccc(F)c2)cc1 (some centres not stated)	-3.6&-3.6	0.0	·	113.5*	·	-1.9&-4.9	·	62.1*
O=C(NC1CC1)C1CCN(c2ncccn2)CC1	-0.9	0.2	0.6	-5.4	-10.0	-3.9	-3.3	1.6
CC1CC(C)CN(C(=O)C(Cc2ccccc2)NC(=O)c2ccccc2)C1 (configuration not stated)	-1.5	0.0	-0.1	-11.1	·	1.7	·	-6.3
CCCCCCCCN1C(=O)[C@@H](CC(=O)NCc2cccc3ccccc23)C[C@@]2(C(=O)OC)C1=C[C@H](C(C)(C)C)O[C@@H]2C	1.9	0.0	·	-24.5	·	-4.8	·	-10.8
CCN1CCN(CCC(=O)Nc2ccccc2)CC1	0.6	0.2	-1.3	7.0	0.7	0.6	0.1	-8.9
O=C(NCC[C@H]1CC[C@@H](NC(=O)C2CCC2)[C@@H](CO)O1)Nc1ccc(Cl)cc1	2.9	0.1	-4.4	-7.7	8.0	0.4	-11.1	8.6
O=S(=O)(N1CCCCC1)n1nnc2cc3ccccc3cc21	-5.1	-0.1	·	9.9	·	-1.3	·	-69.3
C[C@@H]1CN([C@H](C)CO)C(=O)c2cc(N(C)C)ccc2O[C@@H](C)CCCCO[C@H]1CN(C)S(=O)(=O)c1cccs1	-3.7	0.0	7.9	-1.6	3.7	4.6	-7.7	14.1
CCOC(=O)c1ccccc1NC(=O)C1CCCO1 (configuration not stated)	-0.9	0.1	-11.5	14.8	-2.0	-1.3	-5.9	-6.6
O=C(COC(=O)c1ccccc1SCC(=O)N1CCCC1)Nc1ccc(OC(F)F)cc1	-3.1	0.0	-25.0	-2.5	0.4	0.8	-8.2	-4.5
CCOC(=O)C1(Cc2cccc(F)c2)CCN(C2CCOCC2)CC1	1.3	0.2	-0.2	-5.7	·	3.3	0.5	-6.5
O=C(NC1Cc2ccccc2C1)[C@@H]1[C@@H](CO)[C@@H]2Cn3c(ccc(C4=CCCCC4)c3=O)[C@H]1N2	1.6	0.3	-1.8	13.2	0.7	0.6	1.7	1.6
Cc1ccc(-c2ccc(=O)n(Cc3cc(C)ccc3C)n2)cc1	-2.8	0.0	-0.4	-45.3	-2.3	0.7	1.6	-9.6
CCN(C(=O)c1c(-c2ccccc2Cl)noc1C)C1CCCCC1	0.8	0.4	1.8	-12.6	3.0	-2.7	3.6	-16.4
CCC(=O)N1CCCCN2[C@H](CO)[C@H](c3ccc(C#Cc4cccnc4)cc3)[C@@H]2C1	2.2	0.1	-2.8	-5.3	0.5	1.9	11.8	4.2
C[C@@H]1CN([C@@H](C)CO)C(=O)CCCn2nncc2CO[C@@H]1CN(C)Cc1ccc(C(F)(F)F)cc1	-3.5	-0.5	-6.8	-0.7	-0.3	1.1	14.8	9.6
C[C@@H]1CCCCO[C@@H](CN(C)C(=O)Nc2ccc(C(F)(F)F)cc2)[C@H](C)CN([C@H](C)CO)C(=O)c2cc(NS(=O)(=O)c3cn(C)cn3)ccc2O1	-0.1	0.1	0.7	-11.1	-2.2	-1.1	-11.1	-23.7
COc1ccccc1NS(=O)(=O)c1cccc(C(=O)N(C)Cc2cccs2)c1	0.3	0.0	-2.4	-5.0	0.7	0.0	2.4	-11.4
O=C(Nc1ccc2c(c1)OCO2)N[C@@H]1CC[C@@H](CCNC(=O)C2CC2)O[C@H]1CO	3.6	0.0	-3.8	7.5	-0.8	-1.8	6.1	-2.2
COc1ccc(CC(=O)NNC2=Nc3cccc4cccc2c34)cc1	2.9	0.0	-1.3	·	-4.6	-1.5	-1.3	-60.3
C[C@H](CO)N1C[C@H](C)[C@@H](CN(C)Cc2ccc(C(=O)Nc3ccccc3N)cc2)Oc2c(NS(=O)(=O)c3cn(C)cn3)cccc2C1=O	5.3	-0.7	·	6.1	·	1.6	·	6.8

Single values from the entries so far:
`C[C@@H]1CN([C@@H](C)CO)C(=O)CCCn2nncc2CO[C@@H]1CN(C)Cc1ccc(C(F)(F)F)cc1` @ GSIS activator: -0.7
`CCC(=O)N1CCCCN2[C@H](CO)[C@H](c3ccc(C#Cc4cccnc4)cc3)[C@@H]2C1` @ GSIS activator: -5.3
`CCOC(=O)c1ccccc1NC(=O)C1CCCO1` (configuration not stated) @ RAD52 anneal inh: -6.6
`O=C(Nc1ccc(C(F)(F)F)cc1)N1C[C@@H]2N[C@H](C1)C2c1ccc(-c2cccc(F)c2)cc1` (some centres not stated) @ ERAP1 HTS inh: -3.6&-3.6
`Cc1ccc(-c2ccc(=O)n(Cc3cc(C)ccc3C)n2)cc1` @ RAD54 inh: 1.6

Entries of single compounds as entered above. Order of values: ERAP1 HTS inh	Xi reactivation	ARNT-TACC3 inh	GSIS activator	esBAF inh	CFTR F508del cor	RAD54 inh	RAD52 anneal inh
`CCOC(=O)C1(Cc2cccc(F)c2)CCN(C2CCOCC2)CC1` is listed with 1.3	0.2	-0.2	-5.7	·	3.3	0.5	-6.5
`O=C(NCC[C@H]1CC[C@@H](NC(=O)C2CCC2)[C@@H](CO)O1)Nc1ccc(Cl)cc1` is listed with 2.9	0.1	-4.4	-7.7	8.0	0.4	-11.1	8.6

The results go on:
SMILES	ERAP1 HTS inh	Xi reactivation	ARNT-TACC3 inh	GSIS activator	esBAF inh	CFTR F508del cor	RAD54 inh	RAD52 anneal inh
CC(C)CC#Cc1ccc2c(c1)O[C@H](CN(C)Cc1cccc(F)c1)[C@H](C)CN([C@H](C)CO)S2(=O)=O	0.7	-1.4	0.3	-3.5	-3.8	-1.3	0.0	20.2
CCS(=O)(=O)Nc1ccc2c(c1)C(=O)N(C)C[C@H](OC)[C@H](C)CN(C(C)=O)[C@H](C)CO2	3.2	0.0	-5.8	3.8	-2.1	0.0	-3.9	16.0
Cc1ccc(S(=O)(=O)N2CCOCC2)cc1NC(=O)COC(=O)COc1cccc2c1OC(C)(C)C2	-3.8	0.0	-0.6	-16.9	-0.6	0.1	5.5	-6.0
COc1cccc(C(O)c2nc(-c3ccccc3)cs2)c1 (configuration not stated)	0.1	0.1	·	-5.8	17.1	-0.9	1.2	-2.8
O=C(Nc1cccc(OCC(=O)N2CCOCC2)c1)c1ccc(C(F)(F)F)cc1	0.0	0.5	-1.4	-7.4	9.0	-0.2	-8.2	-14.3
Cc1[nH]n(-c2ccccc2)c(=O)c1/C=N/c1nn[nH]n1	1.2	0.0	·	-1.4	·	-2.1	·	-25.3
COc1ccc(S(=O)(=O)N2CC[C@@H]3[C@H](CO)N(C)c4ccc(-c5ccc(F)cc5)cc4[C@@H]32)cc1	0.2	0.2	25.6	-39.5	-14.6	10.6*	2.3	2.9
COc1ccc(C=C2c3ccccc3C(=O)c3ccccc32)c(OC)c1	1.4	0.6	0.7	8.8	·	-0.1	·	-9.7
Cc1ccc(-c2nnn(CC(=O)N(c3ccc4c(c3)OCCO4)C(C(=O)NCC3CCCO3)c3ccc(F)cc3)n2)o1 (configuration not stated)	0.3	0.0	-0.1	0.5	·	2.5	·	-16.2
CCc1ccccc1N(C(=O)CNC(=O)c1ccco1)C(C(=O)NC1CCCC1)c1cccnc1 (configuration not stated)	1.2	0.0	-16.6	2.0	-5.5	-1.7	2.4	12.6
COc1cc(C2=NOC(C(=O)N3CCN(c4ccc(F)cc4)CC3)C2)cc(OC)c1OC (configuration not stated)	·	·	-3.9	0.4	-28.5	·	0.0	·
CC(=C\c1ccccc1)/C=C1/SC(=S)N(C(C(=O)O)C(C)C)C1=O (configuration not stated)	6.2	-0.1	-10.0	-20.8	·	·	·	-17.6
CN(CC(=O)Nc1ccccc1Cl)C(=O)COC(=O)c1ccc(Cl)nc1	1.4	-0.1	1.3	-0.8	·	2.4	-4.2	-13.4
CCC(=O)N1[C@H](C(=O)NC2CCC2)[C@@H](CO)[C@@H]2Cn3c(cccc3=O)[C@@H]21	-1.1	0.3	-4.9	13.2	-0.9	·	0.3	-3.3
C[C@@H]1CCCCO[C@H](CN(C)CC2CC2)[C@H](C)CN([C@H](C)CO)C(=O)c2cc(NC(=O)NC3CCCCC3)ccc2O1	0.3	0.3	·	1.5	·	0.0	·	47.7
COc1ccc(NC(=O)Nc2cccc3c2O[C@@H](CN(C)Cc2ccc4c(c2)OCO4)[C@@H](C)CN([C@H](C)CO)C3=O)cc1	4.1	0.1	6.4	-2.8	-0.1	-0.9	-12.4	13.5
COCCN1C(=O)C(=O)/C(=C(/O)c2ccc(S(=O)(=O)N3CCOCC3)cc2)C1c1cccc(OC)c1 (configuration not stated)	0.8	0.0	-17.5	9.1	5.2	1.0	-8.9	-18.1
CCc1cc(CNC(=O)C2CCC(=O)N(CCc3cccc(F)c3)C2)on1 (configuration not stated)	-1.1	-0.1	3.5	16.6	4.8	1.7	-6.5	1.2
O=C(Nc1cc(F)ccc1F)N1CC(=O)N2[C@@H](CO)[C@@H](c3ccc(-c4cccnc4)cc3)[C@@H]2C1	-0.3	0.1	·	15.1	·	1.1	·	-16.7
CCCCCC(=O)N1C[C@H](n2cc(C3CC3)nn2)[C@@H](O)C[C@@H]1c1ccc(C)cc1	-0.6	0.0	·	-2.7	0.9	2.2	-20.2	-5.9
CN(C)C(=N)c1n[nH]nc1SCc1ccc(Cl)c(Cl)c1	-2.2	-0.1	-2.4	4.8	-0.7	0.0	-3.3	-12.7
Cc1cccc(/C=N/NC(=O)c2cccc(Cl)c2)n1	-7.2	0.2	5.0	6.4	13.8	1.1	-3.3	-13.8
COc1cc(NC(=S)NC(=O)c2ccco2)ccc1NC(=O)C(C)C	1.7	0.3	1.7	0.3	·	·	·	-12.4
O=C(NCC1CCCO1)c1cccc(S(=O)(=O)N2CCOCC2)c1 (configuration not stated)	0.4	0.1	-4.1	10.5	·	0.1	0.9	-1.5
CCc1cccc(NC(=O)CCc2nc(-c3cccs3)no2)c1	·	0.2	-9.4	-16.1	-5.2	-0.4	-12.6	-21.2
C[C@H]1CN([C@@H](C)CO)C(=O)c2cc(Br)cnc2O[C@@H]1CN(C)Cc1cccc(F)c1	2.8	0.1	-8.0	1.5	-2.4	0.4	-5.3	-8.1
COc1ccc(CCNc2cc(N3CCN(C(=O)c4ccccc4OC)CC3)ccc2[N+](=O)[O-])cc1OC	1.0	0.1	-4.0	-0.2	-4.5	0.3	3.6	-18.2
CCCc1cc(=O)oc2cc(OCc3ccc(C(=O)O)cc3)ccc12	-2.0	0.0	-11.1	-10.8	53.1*	-4.0	-7.3	-16.9
COc1ccc(S(=O)(=O)Nc2ccncc2)c(C)c1C	0.2	0.3	3.8	-2.4	-10.8	-2.3	2.4	-27.1
